PDI turbidity: blocks human protein disulfide isomerase activity. P07237. PDI insulin aggregation turbidity, A650, 90 min. inhibition, % at 10 µM. hit rate 0.052% among 350,000;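 active = mean inhibition across replicates of 30% or more, whatever share of single replicates reach that level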;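 note: absorbance from insulin aggregation driven by PDI reduction with DTT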
MC4R antag cAMP: blocks human MC4R cAMP signaling; inhibition, % at 6.5 µM; MC4R-expressing cells, MTII-stimulated cAMP, LANCE TR-FRET; AID 540295; hit rate 0.48% among 360,000; P32245;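 active = inhibition above its plate's cutoff, the mean of tested wells on that plate plus 3 SD, cut at about 29% in these data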;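 note: 0% = Melanotan II alone and 100% = Melanotan II plus saturating MCL0020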
Target sequence (P32245 whole entry, looked up): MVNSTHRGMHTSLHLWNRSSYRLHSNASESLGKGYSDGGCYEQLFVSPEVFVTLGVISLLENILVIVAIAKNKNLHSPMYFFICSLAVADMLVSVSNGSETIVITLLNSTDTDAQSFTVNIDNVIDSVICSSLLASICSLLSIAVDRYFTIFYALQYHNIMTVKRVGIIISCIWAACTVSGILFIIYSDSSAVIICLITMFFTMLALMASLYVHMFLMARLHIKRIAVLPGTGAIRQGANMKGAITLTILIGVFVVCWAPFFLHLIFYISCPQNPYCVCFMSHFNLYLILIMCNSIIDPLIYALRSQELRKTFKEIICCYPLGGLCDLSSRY
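Material – human MC4R-expressing U2OS cells · Repeats – no replicates · Detection – TR-FRET with Eu-cAMP and labeled anti-cAMP, 671 nm · Times – compound 30 min, challenge 1 h, detection 1 h · Compound – single nominal compound dose of 6.5 µM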
Granule exo inh: lytic granule exocytosis inhibition; inhibition, % at 10 µM; TALL-104 LAMP-1 surface exposure, flow cytometry; cells stimulated with thapsigargin and PMA; hit rate 0.66% among 360,000;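 active = inhibition above about 55%, limit read from the data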
MC4R ag barr: activates human MC4R beta-arrestin recruitment. P32245. U2OS MC4R beta-arrestin complementation, luminescence; percent of melanotan II response, DMSO zero. hit rate 0.98% among 360,000. activation, % at 8.9 µM. AID 540308;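 active = activation above a per-plate cutoff, the mean activation of sample wells on that plate plus 3 SD, cut at about 8% in these data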
ABCB6 inh 2: human ABCB6 transporter inhibition; fluorescence ratio to DMSO, % at 10 µM; K562-ABCB6 porphyrin accumulation, flow cytometry, 1 h; hits give low values; AID 602162; Q9NP58; hit rate 0.19% among 360,000;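 active = fluorescence ratio to DMSO below 75%, the collection mean minus 3 SD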;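 note: signal is porphyrin accumulated inside mitochondria; 100% equals median channel fluorescence of DMSO control wells; lower ratio means ABCB6 inhibition with less porphyrin fluorescence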
Glyco luc inh: blocks N-linked glycosylation in D54 reporter cells; D54 ERlucT glycosylation luciferase reporter, 24 h; percent of 100 nM tunicamycin response; hit rate 0.23% among 360,000; reporter increase, % at 12.5 µM;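 active = mean luciferase reporter signal, scaled so untreated is 0 and the glycosylation-blocking control 100, at or above a set limit in every replicate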;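 note: luciferase carries N-glycosylation sites so blocking glycosylation raises the light; 0% = median of neutral control wells and 100% = median of 100 nM tunicamycin wells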
ABHD5-PLIN5 inh: inhibitors of human ABHD5-perilipin-5 interaction. AID 602281. Split G. princeps luciferase complementation, luminescence, 4 h. hit rate 0.78% among 360,000. inhibition, % at 4 µM;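 active = inhibition above the mean inhibition across every tested compound plus 3 SD, cut at about 22% in these data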;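 note: 0% = DMSO only wells and the 100% control is not disclosed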
H9c2 protect: protects H9c2 cardiomyocytes from peroxide injury; hit rate 0.63% among 360,000; protection from H2O2 cell death, % at 20 µM; H2O2 injury protection, ATPLite, 2 h;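 active = compounds giving at least 50% protection of heart cells from peroxide-induced death in the single-dose screen, raw or plate-pattern-corrected value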;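 note: 0% = DMSO wells with peroxide and 100% = DMSO wells without peroxide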
m5-HT2A agonist: activates the mouse 5-HT2A serotonin receptor; P35363; CHO-K1 mHTR2A beta-arrestin complementation, luminescence; percent of 30 µM serotonin response; activation, % at 7.6 µM; hit rate 0.66% among 360,000; AID 624169;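 active = activation above a run cutoff, the mean activation of all tested compounds plus 3 SD, cut at about 14% in these data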;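 note: 0% = plate median of compound wells and 100% = 30 µM serotonin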
Target sequence (P35363 whole entry, looked up): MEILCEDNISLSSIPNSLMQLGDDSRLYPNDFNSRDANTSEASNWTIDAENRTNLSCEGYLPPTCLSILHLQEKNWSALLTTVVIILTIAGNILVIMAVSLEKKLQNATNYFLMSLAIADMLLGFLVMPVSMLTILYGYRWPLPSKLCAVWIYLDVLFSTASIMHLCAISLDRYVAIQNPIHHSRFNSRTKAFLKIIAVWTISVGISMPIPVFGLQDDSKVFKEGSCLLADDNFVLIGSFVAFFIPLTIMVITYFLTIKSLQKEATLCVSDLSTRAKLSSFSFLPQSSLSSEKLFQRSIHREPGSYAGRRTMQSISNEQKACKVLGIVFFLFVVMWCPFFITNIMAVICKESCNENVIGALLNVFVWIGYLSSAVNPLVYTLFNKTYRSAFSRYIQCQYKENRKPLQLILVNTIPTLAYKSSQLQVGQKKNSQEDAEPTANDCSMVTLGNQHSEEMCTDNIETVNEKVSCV
CaV13 ICDI inh: Primary screen for inhibitors of IQ motif and Ca2+-dependent inactivation inhibitor domain binding in CACNA1D, Förster resonance energy transfer in living cells, …; HEK cells, CFP/YFP FRET ICDI-IQ, plate reader, 10 min; percent FRET-ratio fall versus neutral wells; inhibition, % at 12.3 µM; hit rate 0.098% among 340,000; AID 743397;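 active = mean replicate inhibition of at least 30% and at least 1% of replicates passing that level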;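 note: 0% = median of the neutral control wells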
Active calls of the source: *; · = no result given.

SMILES	PDI turbidity	MC4R antag cAMP	Granule exo inh	MC4R ag barr	ABCB6 inh 2	Glyco luc inh	ABHD5-PLIN5 inh	H9c2 protect	m5-HT2A agonist	CaV13 ICDI inh
Oc1ccccc1-c1nc(N2CCN(Cc3ccccc3)CC2)c2ccccc2n1	1	11	1	-1.3	102	2	-2	-6	-2	-5
COc1ccc(-n2cc(-c3ccccc3)c3c(=O)[nH]cnc32)cc1	3	6	1	0.2	90	2	10	-2	12	-3
O=C(CNC(=O)C1CCCCC1)NNC(=O)c1ccc(Cl)cc1Cl	-2	11	-4	1.6	101	4	1	-1	-2	-3
Cc1ccc(OCC(O)CN2CCOCC2)cc1C (stereo unspecified)	-7	-2	-5	-1.2	96	1	-4	0	2	-1
CCOc1ccccc1NC(=O)NNC(=O)CCc1ccc(OC)cc1	0	-3	-14	-2.8	103	0	-6	-2	1	·
O=C(CN1C(=O)c2ccccc2S1(=O)=O)Nc1ccc(S(=O)(=O)N2CCCC2)cc1	6	12	3	0.1	95	1	-4	0	-5	-9
CC(C)N1CCc2c(sc(NC(=O)c3ccc(S(=O)(=O)N4CCOCC4)cc3)c2C#N)C1	8	9	8	-0.2	110	3	-1	28	-2	·
O=C(Cn1cnc2c(nnn2Cc2ccc(Cl)cc2)c1=O)c1ccccc1	·	2	-2	-0.2	95	-1	-2	6	-7	-6
CC1CC(C)CN(S(=O)(=O)c2ccc(NC(=O)[C@@H]3CCCN3C(=O)c3cccs3)cc2)C1 (stereo partly specified)	0	1	-3	-2.0	101	1	5	-3	-3	-3
COC(C[C@@H]1O[C@@H]1[C@@H](O)[C@H](C)OCc1ccccc1)OC	2	14	-3	-0.1	97	0	-8	5	8	-11
COc1ccccc1NC(=O)CC1S/C(=N/N=C2\CCCc3ccccc32)NC1=O (stereo unspecified)	9	20	5	0.7	99	3	6	-4	3	-5
Cc1nc(Nc2ccc(Cl)cc2Cl)sc1C(=O)Nc1ccccc1	2	5	-1	-0.9	102	-1	-5	-17	0	-2
COc1cccc(NC(=O)C2(C)CCN2Cc2ccc(-c3ccccc3)o2)c1 (stereo unspecified)	8	5	-6	-1.5	92	-1	4	-5	-2	-11
CCn1c(=O)cc(OCC(=O)NCc2cccs2)c2ccccc21	-1	2	-2	-1.6	98	6	-3	9	0	2
COc1ccc(CCNC(=O)c2cc3sccc3n2C)cc1OC	2	6	-3	0.3	97	-1	-6	3	5	-7
CCOc1ccc2nc(SC(CC)C(=O)Nc3cc(C)on3)sc2c1 (stereo unspecified)	-2	5	-1	1.1	97	-2	-1	-4	3	·
NS(=O)(=O)c1ccc(NC(=S)NC2CCCC2)cc1	-14	5	-2	-2.8	101	2	-2	4	0	-4
O=C(NC1CCCC1)c1ccc(Cn2c(=O)[nH]c3ccsc3c2=O)cc1	2	3	1	-0.2	100	2	-3	-5	-3	-2
Cc1cccc2cc(CN(CC3CCCO3)C(=O)c3cnccn3)c(=O)[nH]c12 (stereo unspecified)	5	3	0	0.5	117	-1	-2	14	3	·
O=C(NNC(=O)c1ccccc1Cl)c1cccnc1	12	6	6	-0.8	97	-1	2	0	-2	-2
COC(=O)C(O)(CC(=O)c1ccc(OC)cc1)C(F)(F)F (stereo unspecified)	4	6	-1	0.3	100	1	2	6	-2	-4
CCN(CC)CCSc1nnc2c3ccccc3n(CCc3ccccc3)c2n1	-17	5	60*	-0.8	87	-5	5	2	-7	-4
COc1ccc2sc(-c3ccccc3OC)c(-c3ccc(OCCN(C)C)cc3)c2c1	-5	10	24	8.2	103	-5	16	-24	0	-7
CC(=O)c1ccc(NC(=O)CN2c3cccc4cccc(c34)S2(=O)=O)cc1	8	-9	-5	-1.1	94	1	-9	1	-2	-6
COc1cccc(N/C(=N/C(=S)Nc2ccc(C)cc2C)Nc2nc(C)cc(C)n2)c1	2	16	10	0.2	96	-2	-21	-4	7	-4
CC(C)(C)c1ccc(OCc2ccc(C(=O)NCc3cccnc3)o2)cc1	1	2	1	0.3	96	-1	5	-15	-2	-7
Cc1cc(C)c2cc(CN(CCCN(C)C)C(=S)NCc3ccccc3)c(=O)[nH]c2c1	-3	5	17	-0.5	98	-4	8	4	-8	2
Cc1ccc(NC(CNS(=O)(=O)c2ccc(Cl)cc2)c2ccccc2)cc1 (stereo unspecified)	11	-2	8	3.4	98	-9	-24	-22	0	-1
COc1ccc(C2SCC(=O)N2c2ccccc2)cc1 (stereo unspecified)	11	-2	8	-1.9	97	-1	0	-1	10	-7
CC(C)Cc1ccc(CN2CCCC(NC(=O)CCN3CCCO3)C2)cc1 (stereo unspecified)	1	3	16	-2.8	94	-2	-5	-4	-5	-6
COCCN(CC(=O)Nc1cccc(C)c1C)C(=O)c1oc2ccccc2c1C	-8	3	-3	-0.3	97	0	-10	-1	2	-5
C/C=C/c1ccc(OC)c(OC(C)=O)c1	-7	0	-2	-1.6	95	0	1	1	-1	·
CCN(c1ccc(OC)cc1)S(=O)(=O)c1nnc(NC(=O)C(C)C)s1	5	-7	7	1.3	97	1	1	-1	12	-18
O=C(Cc1cccs1)NNC(=O)C12CC3CC(CC(C3)C1)C2	8	11	5	-0.8	103	0	3	-5	-2	-7
CNC(=O)c1[nH]cnc1C(=O)NCC(=O)OCc1ccccc1	2	0	-5	-0.9	96	2	-6	18	2	4
c1ccc(COc2ccc(-c3cc4nc(NCCCn5ccnc5)ccn4n3)cc2)cc1	-3	22	72*	-3.5	98	-8	4	-9	1	-4
CC(=O)NC(c1ccco1)c1cc(Cl)c2ccc(Cl)nc2c1O (stereo unspecified)	2	1	21	-1.9	94	3	1	5	-9	-8
CCc1[nH]c(=O)c(C#N)c2c1CSC(C)(C)C2	-2	-11	-4	-2.2	110	0	0	5	-3	-7
COc1ccc(CCCc2nnc(SCC(=O)NN)o2)cc1	-4	2	-1	-4.2	102	0	-8	2	-2	-4
O=C(NCCN1CCCCCC1)c1ccc(N2CCCC2=O)cc1	-2	0	-5	-1.9	102	-2	2	10	-1	1
O=C(CN1C(=O)C2CC=CCC2C1=O)Nc1nc2ccccc2s1 (stereo unspecified)	1	6	-7	-3.6	99	0	5	2	16*	-5
Cc1ccc(NC(=S)N2CCCC2)cc1	-4	0	1	0.1	128	-1	-2	2	3	-4
COc1ccc(OCC(=O)NC2CCCN(Cc3ccc(Cl)cc3)C2)cc1 (stereo unspecified)	1	13	-10	0.3	103	-3	-2	0	-13	·
O=C(CN1CCN(S(=O)(=O)c2ccccc2)CC1)Nc1ccc(Cl)c(Cl)c1	-1	12	0	-1.1	89	-2	1	-9	-3	-4
CCCn1c(C)nc2c(c1=O)c1nc3ccccc3nc1n2-c1ccccc1	20	4	-5	3.7	87	2	-2	3	-1	-5
COc1cccc(-n2c(-c3ccccc3)c[nH]c2=S)c1	-8	-6	7	0.3	112	-1	-6	-2	22*	-2
c1ccc(OCc2nn3c(-c4ccccn4)nnc3s2)cc1	-4	-2	0	-0.9	97	-1	4	6	-3	-5
CC1(C(=O)NS(=O)(=O)C2CC2)CCCN(C(=O)c2ccccc2OC(F)(F)F)C1 (stereo unspecified)	2	14	-1	1.3	105	0	0	-4	-2	-5
CCOCCn1c(SCCc2ccccc2)nc2c1c(=O)[nH]c(=O)n2C	·	7	-2	0.4	97	-1	-7	-4	-6	0
O=C(NCC(O)c1ccc([N+](=O)[O-])cc1)C1=COCCO1 (stereo unspecified)	-4	1	0	-1.3	99	3	6	-8	10	-2

Following part.
SMILES	PDI turbidity	MC4R antag cAMP	Granule exo inh	MC4R ag barr	ABCB6 inh 2	Glyco luc inh	ABHD5-PLIN5 inh	H9c2 protect	m5-HT2A agonist	CaV13 ICDI inh
Cc1cc(=O)[nH]c(N2CCN(C(c3ccccc3)c3ccccc3)CC2)n1	-3	23	1	0.1	98	-6	-2	-2	2	1
Cc1ccc(Sc2sc(=O)n(C)c2S(=O)(=O)c2ccc(C)cc2)cc1	1	27	-1	-2.4	101	-3	-5	-21	2	-2
O=C(Nc1nncs1)C1(c2ccccc2)CCCC1	-1	10	4	-1.9	93	-2	2	1	3	·
CN(C)c1cccc(CNC(=O)c2csc([C@@H]3C[C@H](O)[C@@H](CO)O3)n2)c1	-6	0	-3	0.6	96	2	-1	9	-5	-5
CCn1cc(C(=O)N[C@H](C(=O)NCCCn2ccnc2)C(C)C)c(=O)c2cc3c(cc21)OCO3	-10	-1	-6	-2.3	98	1	8	2	0	-3
O=C(Cn1nc2n(c1=O)-c1ccccc1SC2)N/N=C/c1cccnc1	-3	-1	2	-2.6	98	-2	-3	0	0	12

Filtered by structure: the entries above containing an aryl methoxy group
SMILES	PDI turbidity	MC4R antag cAMP	Granule exo inh	MC4R ag barr	ABCB6 inh 2	Glyco luc inh	ABHD5-PLIN5 inh	H9c2 protect	m5-HT2A agonist	CaV13 ICDI inh
COc1ccc(-n2cc(-c3ccccc3)c3c(=O)[nH]cnc32)cc1	3	6	1	0.2	90	2	10	-2	12	-3
CCOc1ccccc1NC(=O)NNC(=O)CCc1ccc(OC)cc1	0	-3	-14	-2.8	103	0	-6	-2	1	·
COc1ccccc1NC(=O)CC1S/C(=N/N=C2\CCCc3ccccc32)NC1=O (stereo unspecified)	9	20	5	0.7	99	3	6	-4	3	-5
COc1cccc(NC(=O)C2(C)CCN2Cc2ccc(-c3ccccc3)o2)c1 (stereo unspecified)	8	5	-6	-1.5	92	-1	4	-5	-2	-11
COc1ccc(CCNC(=O)c2cc3sccc3n2C)cc1OC	2	6	-3	0.3	97	-1	-6	3	5	-7
COC(=O)C(O)(CC(=O)c1ccc(OC)cc1)C(F)(F)F (stereo unspecified)	4	6	-1	0.3	100	1	2	6	-2	-4
COc1ccc2sc(-c3ccccc3OC)c(-c3ccc(OCCN(C)C)cc3)c2c1	-5	10	24	8.2	103	-5	16	-24	0	-7
COc1cccc(N/C(=N/C(=S)Nc2ccc(C)cc2C)Nc2nc(C)cc(C)n2)c1	2	16	10	0.2	96	-2	-21	-4	7	-4
COc1ccc(C2SCC(=O)N2c2ccccc2)cc1 (stereo unspecified)	11	-2	8	-1.9	97	-1	0	-1	10	-7
C/C=C/c1ccc(OC)c(OC(C)=O)c1	-7	0	-2	-1.6	95	0	1	1	-1	·
CCN(c1ccc(OC)cc1)S(=O)(=O)c1nnc(NC(=O)C(C)C)s1	5	-7	7	1.3	97	1	1	-1	12	-18
COc1ccc(CCCc2nnc(SCC(=O)NN)o2)cc1	-4	2	-1	-4.2	102	0	-8	2	-2	-4
COc1ccc(OCC(=O)NC2CCCN(Cc3ccc(Cl)cc3)C2)cc1 (stereo unspecified)	1	13	-10	0.3	103	-3	-2	0	-13	·
COc1cccc(-n2c(-c3ccccc3)c[nH]c2=S)c1	-8	-6	7	0.3	112	-1	-6	-2	22*	-2
